# Screening data (PubChem BioAssay)
# APP 5'UTR act = activates APP 5'UTR luciferase reporter | SH-SY5Y APP 5'UTR luciferase reporter, luminescence; zero percent = DMSO vehicle wells | activation, % at 2 µM | hit rate 1% among 190,000 | AID 1276;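 active = activation above a set limit, based on mean plus 3 SD of controls, cut at about 140% in these data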; note: values of inactives mirror those of a sister screen read the other way
# NF-kB neuron act = compounds increasing NF-kB expression in human neuronal cells | NF-kB reporter expression; hits give high values | fold change at 12.5 µM | hit rate 1.6% among 190,000 | AID 1239; in the data active = fold change above about 3.3
# PMI activator = activators of human phosphomannose isomerase; P34949; purified human PMI, coupled resazurin fluorescence, 20 min; hits give high values; 1 = vehicle control, 0 substrate-free wells; activation factor at 20 µM; hit rate 0.005% among 190,000; AID 1214;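 active = activation factor of 2 or more at 20 µM, relative to plate controls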
# Target sequence (P34949 whole entry, looked up): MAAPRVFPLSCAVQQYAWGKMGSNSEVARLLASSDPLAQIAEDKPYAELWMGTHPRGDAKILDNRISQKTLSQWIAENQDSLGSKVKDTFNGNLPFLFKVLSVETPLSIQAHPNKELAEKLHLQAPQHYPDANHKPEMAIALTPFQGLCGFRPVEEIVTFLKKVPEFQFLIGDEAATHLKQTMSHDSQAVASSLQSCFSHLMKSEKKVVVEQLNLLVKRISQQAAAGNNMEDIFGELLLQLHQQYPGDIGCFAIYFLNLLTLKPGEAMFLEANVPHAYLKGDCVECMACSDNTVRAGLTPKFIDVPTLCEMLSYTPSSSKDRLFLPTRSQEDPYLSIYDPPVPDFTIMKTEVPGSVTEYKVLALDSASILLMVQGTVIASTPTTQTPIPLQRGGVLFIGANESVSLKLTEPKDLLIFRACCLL
# bIAP act = intestinal alkaline phosphatase (bovine) activation; purified bovine IAP, CDP-star luminescence, 30 min; hits give high values; fold of DMSO-control signal, blank-subtracted; activation factor at 20 µM; hit rate 0.17% among 200,000;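 active = activation factor of 2 or more at 20 µM, a signal rise over negative controls twice the positive control's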
# TNAP inh hiacc = blocks human TNAP under high phosphate acceptor concentration | P05186 | purified TNAP, CDP-star luminescence, 1 M DEA | inhibition, % at 20 µM | hit rate 0.03% among 200,000;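 active = over 50% inhibition of tissue-nonspecific alkaline phosphatase at 20 µM in the single-dose screen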;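 note: plate controls were DMSO wells for no effect and EDTA-quenched wells as full inhibition for full effect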
# FLuc inhib CS = counter-screen for luciferase assay inhibitors: firefly luciferase inhibition | P08659 | ATPLite firefly luciferase biochemical luminescence, 10 min | inhibition, % at 10 µM | hit rate 1.5% among 200,000 | AID 1006;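 active = inhibition above about 50% when tested at 10 µM, limit read from the data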
# Target sequence (P08659 whole entry, looked up): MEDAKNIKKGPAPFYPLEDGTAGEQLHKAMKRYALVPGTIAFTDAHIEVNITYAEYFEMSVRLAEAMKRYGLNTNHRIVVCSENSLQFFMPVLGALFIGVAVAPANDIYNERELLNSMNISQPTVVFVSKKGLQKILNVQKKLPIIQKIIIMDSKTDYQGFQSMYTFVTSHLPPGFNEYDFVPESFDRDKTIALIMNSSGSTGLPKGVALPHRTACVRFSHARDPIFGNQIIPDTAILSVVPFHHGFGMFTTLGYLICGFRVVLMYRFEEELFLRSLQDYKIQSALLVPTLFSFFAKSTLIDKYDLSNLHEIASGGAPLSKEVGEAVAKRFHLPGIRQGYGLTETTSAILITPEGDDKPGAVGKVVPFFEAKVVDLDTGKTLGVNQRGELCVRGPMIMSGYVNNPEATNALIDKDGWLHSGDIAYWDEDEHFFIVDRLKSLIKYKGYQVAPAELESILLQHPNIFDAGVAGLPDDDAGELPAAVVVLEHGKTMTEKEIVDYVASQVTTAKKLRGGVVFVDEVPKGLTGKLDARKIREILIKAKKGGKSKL
# FLuc act counter = firefly luciferase counter-screen for stimulation assays; P08659; ATPlite luciferase biochemical, luminescence, 10 min; 0 = ATP-free wells, 1 = DMSO control; activation factor at 10 µM; 200,000 tested, under 10 active;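 active = luciferase activation factor, scaled between plate controls, of at least 2 with compound at 10 µM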
#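 Assay system: Luciferase/luciferin detection reagent, cell-free biochemical luciferase assay / Also added: ATP substrate / Schedule: 10 min at ambient temperature / Measured by: luminescence measurement of luciferase light output / Benchmarks: low control with PBS replacing ATP, high control enzyme plus ATP without compound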
# PMI act satM6P = activators of human phosphomannose isomerase at near-saturating mannose 6-phosphate; P34949; coupled PMI enzyme assay, resazurin fluorescence, 20 min; hits give high values; 1 = untreated enzyme, 0 = substrate-free blank; activation factor at 20 µM; hit rate 0.34% among 190,000; AID 1216;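 active = activation factor of 2 or more at 20 µM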
#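 Test system: human phosphomannose isomerase with PGI, G6PDH, diaphorase coupling enzymes; Amount: PMI at 15 ng/mL final; Reagent: Mannose-6-phosphate 1.0 mM (near-saturating) plus 0.22 mM NADP+; Timing: 20 min, room temperature; Technique: resorufin fluorescence at Ex 544/Em 590 nm; Dosing: 20 µM single dose.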
# TNAP inh noacc = inhibitors of human TNAP without phosphate acceptor; AID 1012; hit rate 0.26% among 200,000; purified TNAP, CDP-star luminescence, 30 min; inhibition, % at 20 µM;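 active = tissue-nonspecific alkaline phosphatase inhibition above about 50% at 20 µM in the single-dose screen, limit read from the data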;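 note: 0% = DMSO negative control and 100% = EDTA positive control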
# TNAP act hi DEA = increases human TNAP activity under high phosphate acceptor concentration. 200,000 tested, under 10 active. purified TNAP, CDP-star luminescence, 1 M DEA, 30 min; hits give high values; 0 = EDTA background, 1 = DMSO-only activity. activation factor at 20 µM. P05186. AID 1136;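 active = activation factor at least 2 at 20 µM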
#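 Control set: EDTA negative control, DMSO positive control / Assay system: human TNAP / Quantity: TNAP 1/800 final / Evaluation: TNAP activation factor scaled between EDTA and DMSO control wells / Measured by: luminescent substrate turnover signal / Compound dosing: one dose, 20 µM / Times: 30 min enzyme reaction at room temperature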
# The depositor's hits bear a star; . = no result given.
SMILES,APP 5'UTR act,NF-kB neuron act,PMI activator,bIAP act,TNAP inh hiacc,FLuc inhib CS,FLuc act counter,PMI act satM6P,TNAP inh noacc,TNAP act hi DEA
CS(=O)(=O)N1CCN(c2ccc([N+](=O)[O-])c(NCCN3CCOCC3)c2)CC1,4,0.97,1,0.7,8,-7,1.1,0.9,4,0.9
O=C(c1ccc(Cn2cc(Br)cn2)o1)n1cccn1,3,0.87,0.9,0.9,0,-4,1,0.9,-4,1
Cc1c(S(=O)(=O)N2CCN(C(c3ccccc3)c3ccccc3)CC2)c(=O)n(C)c(=O)n1C,5,0.88,0.8,1,1,-4,1,0.9,4,1
CC(C)c1cc(C(N)=O)c(NC(=O)c2cccc(COc3ccc(Cl)cc3)c2)s1,80,3,0.8,0.8,-3,2,1,0.8,-6,1
CCn1c(Cc2c(C)[nH]c3ccccc23)n[nH]c1=S,.,1.2,0.8,1,1,8,0.9,0.9,1,1
CCN(CC)S(=O)(=O)c1ccc(NS(=O)(=O)c2ccc(F)cc2)cc1,-3,1.1,0.9,1,-4,-2,1,0.9,-12,1
O=C(/C=C/c1ccc(Cl)cc1Cl)Nc1cccc(S(=O)(=O)NC2=NCCC2)c1,79,7.2*,1.1,0.9,2,96*,0,1,-3,1
CCOC(=O)N1CCC(N2C(=O)c3ccccc3C2Nc2ccc(S(=O)(=O)N3CCCCC3)cc2)CC1 (configuration not stated),1,0.7,1.1,1.3,-4,-10,1.1,1.1,-6,1
FC(F)c1nc2ccccc2[nH]1,-5,1.1,1,1,-7,-7,1.1,1,-6,1.1
CCCCc1cc(=O)oc2cc(OS(C)(=O)=O)ccc12,4,1.1,1,0.9,0,-3,1,1,-2,1
CC(C)c1ccc(-c2c(C#N)c(N)nc(SCC(=O)N3CCCCC3)c2C#N)cc1,.,1.3,0.9,0.9,-4,-2,1,1,-15,1
Cc1ccc(NC(=O)CSCC(=O)O)c(C)c1,-1,0.97,1.1,0.9,-8,-4,1,1,-15,1.1
COc1cc(C(C[N+](=O)[O-])c2c(N)n(C)c(=O)n(C)c2=O)ccc1O (configuration not stated),2,1.2,0.9,0.8,22,2,1,0.6,9,0.8
O=C(c1nn2c(C(F)(F)F)cc(-c3ccco3)nc2c1Br)N1CCCc2ccccc21,-1,0.64,0.8,0.9,6,-1,1,0.9,3,0.9
CCNC(=O)c1cc2c(=O)n3cccc(C)c3nc2n(CCc2ccccc2)c1=N,-14,0.49,0.9,1,6,-4,1,0.9,-1,0.9
Cc1cc(C)c(NC(=O)CSc2nc3ccc(N4C(=O)c5ccccc5C4=O)cc3s2)c(C)c1,10,1.3,1,0.9,-4,-6,1.1,0.8,-10,1
Cc1ccc(S(=O)(=O)N2CCN(C(=O)Cc3ccccc3)CC2)cc1,-3,1.1,0.9,0.9,-4,-4,1,1,-15,1
CCOC(=O)c1c(C)[nH]c(C)c1C(=O)COC(=O)c1ccc(S(=O)(=O)N(CC)CC)cc1,16,0.67,0.9,1,-6,-8,1.1,1,-11,1.1
Cc1cc(NC(=O)CSc2nc3ccccc3c(=O)n2CCCC(=O)NCc2ccccc2)n[nH]1,-3,0.67,0.8,1.3,1,-2,1,1,-4,1
FC(F)(F)c1cnc(Sc2nnc(-c3cccs3)n2CC2CCCO2)c(Cl)c1 (configuration not stated),0,0.98,1,1,-5,-4,1,1.1,-9,1.1
N#Cc1ccc(NC(=O)c2cc(=O)c3ccccc3o2)cc1,6,1.1,1.2,1,-3,-6,1.1,1.1,-11,1
O=C(Nc1ccc(N2CCCCC2)c(Cl)c1)c1ccc(N2CCOCC2)c([N+](=O)[O-])c1,-2,0.8,0.8,0.9,3,-2,1,1,2,1
CCN(CC)S(=O)(=O)c1ccc(N2CCN(CCO)CC2)nc1,18,1,1,0.9,3,-1,1,1,-4,1
O=C(O)CN(c1ccccc1)S(=O)(=O)c1cc(C(F)(F)F)cc(C(F)(F)F)c1,-6,0.99,1.2,1.1,-4,-5,1,1.1,-9,1
Cn1ncc(Cl)c1C(=O)NCc1ccc(Cl)cc1,3,1.2,0.9,1,3,-4,1,1.1,-16,1
# Next records follow.
SMILES,APP 5'UTR act,NF-kB neuron act,PMI activator,bIAP act,TNAP inh hiacc,FLuc inhib CS,FLuc act counter,PMI act satM6P,TNAP inh noacc,TNAP act hi DEA
Cc1ccc(S(=O)(=O)/C=C/c2ccccc2)cc1,-14,0.99,0.9,1.6,4,-1,1,0.9,1,1
CCn1c(SCC(=O)NCc2ccc3c(c2)OCO3)nnc1-c1c[nH]c2ccccc12,5,1.3,1,1.1,-3,-2,1,1,-12,1
CC(=O)OCC(=O)[C@@]1(O)CC[C@H]2[C@@H]3CCC4=CC(=O)CC[C@]4(C)[C@H]3[C@@H](O)C[C@@]21C,59,0.5,1.1,1.1,-3,-4,1,1.1,-9,1
Cc1cccc2sc(NC(=O)CNS(=O)(=O)c3ccc(Br)s3)nc12,-8,0.89,1,1.1,-2,-5,1,0.9,2,1
c1ccc(C2NCCc3ccccc32)cc1 (configuration not stated),-11,1.2,0.9,1,-8,-5,1,1,-10,1.1
COc1ccc(NC(=O)C2=C(C)Nc3ncnn3C2c2ccccc2C(F)(F)F)c(OC)c1 (configuration not stated),-3,0.95,0.8,1.1,1,-5,1.1,0.8,-2,1
O=C(Nc1cccnc1)C1CC(c2ccc(Cl)c(Cl)c2)=NO1 (configuration not stated),7,0.97,1,0.9,-4,-7,1.1,0.9,-25,1
COc1ccc(C(=O)Nc2ccc(C(=O)OCC(=O)c3ccccc3)cc2)cc1,20,1.1,1,0.9,-7,-8,1.1,1,-13,1.1
COc1ccc(-c2noc(CCc3ccccc3)n2)cc1,40,1.6,0.9,0.9,-6,2,1,1,-22,1.1
CCOC(=O)C1=C(C)NC(C)=C(C(=O)OCC)C1C(=O)OCC(=O)N1CCCCC1CC (configuration not stated),1,1.2,1,1,-5,-6,1.1,1,-2,1
COc1cccc(C(=O)NC(=S)NCc2ccco2)c1,-16,1.7,1.1,1,-2,-6,1.1,1.1,-7,1
CS(=O)(=O)N1CCN(c2cccc(Cl)n2)CC1,3,1.1,0.9,0.9,2,-4,1,0.9,-10,1
COc1ccc(C(=O)CSc2nc3ccccc3n2CC(=O)c2ccccc2)cc1,12,0.8,0.8,0.9,-6,-6,1.1,0.8,-8,1.1
CN(CC(=O)Nc1ccccc1N1CCOCC1)S(=O)(=O)c1ccc(Cl)cc1,-11,0.44,0.8,0.9,1,0,1,0.9,0,1
Cc1onc(-c2ccccc2Cl)c1C(=O)N1CC(C)OC(C)C1 (configuration not stated),12,1.1,0.9,0.9,-4,-2,1,0.9,-11,1
Nc1nc(SCC(=O)N2N=C3/C(=C/c4ccco4)CCCC3C2c2ccco2)n[nH]1 (configuration not stated),-5,0.92,0.9,1.2,-4,-3,1,1,-14,1
O=C(NCc1ccco1)c1c[nH]c2ccc(S(=O)(=O)N3CCOCC3)cc2c1=O,-9,0.73,0.9,1,0,-5,1,0.9,-11,1
Cc1ccc([N+](=O)[O-])cc1N(CC(=O)NC1CCCC1)S(C)(=O)=O,0,0.94,0.9,1,-2,6,0.9,0.7,0,1
COC(=O)c1cc(NC(=O)CN2CCOCC2)cc(C(=O)OC)c1,-3,0.87,1,0.9,1,-3,1,1,-10,1
N#CCN1CCN(CCC(=O)Nc2ccc(OCc3ccccc3)cc2)CC1,6,1.3,1,1.1,-2,-5,1,1,-6,1
COc1ccc(C/C(N)=N/OC(=O)Cc2ccccc2)cc1,22,1.4,1,1,-6,-4,1,1,-7,1.1
Cc1ccc(NCc2ccc(O)c3ncccc23)cc1,7,1.4,0.5,1.2,-10,-1,1,0.2,-12,1.1
Cc1cc(Cl)ccc1OCc1nc(-c2ccc(O)cc2)n[nH]1,0,1.7,0.9,1,-1,6,0.9,0.9,10,1
O=C(NCCCn1ccnc1)c1cc(-c2ccc(Br)cc2)on1,28,1.1,1,1,-2,-5,1,0.9,12,1
COc1ccc(S(=O)(=O)n2oc(=O)cc2-c2ccccc2)cc1OC,-9,1.1,0.9,0.9,-2,1,1,1.1,0,1

# Single records, as listed above. Screens in order: APP 5'UTR act, NF-kB neuron act, PMI activator, bIAP act, TNAP inh hiacc, FLuc inhib CS, FLuc act counter, PMI act satM6P, TNAP inh noacc, TNAP act hi DEA
# `CCOC(=O)N1CCC(N2C(=O)c3ccccc3C2Nc2ccc(S(=O)(=O)N3CCCCC3)cc2)CC1` (configuration not stated) is listed as 1, 0.7, 1.1, 1.3, -4, -10, 1.1, 1.1, -6, 1
# `COc1ccc(S(=O)(=O)n2oc(=O)cc2-c2ccccc2)cc1OC` is listed as -9, 1.1, 0.9, 0.9, -2, 1, 1, 1.1, 0, 1
# `Cc1cc(NC(=O)CSc2nc3ccccc3c(=O)n2CCCC(=O)NCc2ccccc2)n[nH]1` is listed as -3, 0.67, 0.8, 1.3, 1, -2, 1, 1, -4, 1
# `COc1ccc(C(=O)Nc2ccc(C(=O)OCC(=O)c3ccccc3)cc2)cc1` is listed as 20, 1.1, 1, 0.9, -7, -8, 1.1, 1, -13, 1.1
# `Nc1nc(SCC(=O)N2N=C3/C(=C/c4ccco4)CCCC3C2c2ccco2)n[nH]1` (configuration not stated) is listed as -5, 0.92, 0.9, 1.2, -4, -3, 1, 1, -14, 1

# NF-kB neuron act, entries above that show a hit.
compound,APP 5'UTR act,NF-kB neuron act,PMI activator,bIAP act,TNAP inh hiacc,PMI act satM6P,TNAP inh noacc,TNAP act hi DEA
O=C(/C=C/c1ccc(Cl)cc1Cl)Nc1cccc(S(=O)(=O)NC2=NCCC2)c1,79,7.2*,1.1,0.9,2,1,-3,1

# (further entries)
SMILES,APP 5'UTR act,NF-kB neuron act,PMI activator,bIAP act,TNAP inh hiacc,FLuc inhib CS,FLuc act counter,PMI act satM6P,TNAP inh noacc,TNAP act hi DEA
S=C(N/N=C1\C2CN3CCN(C2)CC1(c1ccccc1)C3)Nc1ccccc1,16,1.1,0.9,0.9,-1,-7,1.1,0.6,-12,1
NCCNc1ccc2nnnn2n1,0,0.98,0.9,1,1,-3,1,0.9,-4,1
O=C(Nc1nnc(CSCc2ccc(Cl)cc2)s1)c1cccc([N+](=O)[O-])c1,-9,1,0.8,1.2,0,-6,1.1,0.9,-8,1
O=C(O)CCC(=O)N1CCc2cc(S(=O)(=O)N3CCC(Cc4ccccc4)CC3)ccc21,14,0.9,1.1,0.9,-3,0,1,1,-16,1
Cc1ccc(S(=O)(=O)c2cc3ccccc3oc2=Nc2ccc3c(c2)OCCO3)cc1,-20,0.82,1,1,1,-9,1.1,1,2,1
CC(C)COc1ccc(-c2nn(-c3ccccc3)cc2C(=O)Nc2nccs2)cc1,5,1.1,0.8,1,-2,-2,1,0.8,-17,1
Cc1cc(Br)ccc1NC(=O)CCN1C(=O)c2ccncc2C1=O,-5,1,1,1,-5,-11,1.1,1,-3,1.1
CCN(CC)S(=O)(=O)c1cc(C(=O)Nc2cc(Cl)ccc2N2CCN(C)CC2)ccc1Cl,16,0.49,1,1,-1,-2,1,1,15,1
